RAD52 anneal inh: RAD52 DNA annealing inhibitors, primary screen, biochemical, FRET, single point, set 2 | inhibition, % at 18.7 µM | DNA repair protein RAD52 homolog (Homo sapiens), P43351 | recombinant RAD52 DNA annealing, FRET fluorescence | actives 0.46% (n = 360,000) | AID 651710, 2012;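 active means every replicate showing at least 50% inhibition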
Target sequence (P43351 whole entry, looked up): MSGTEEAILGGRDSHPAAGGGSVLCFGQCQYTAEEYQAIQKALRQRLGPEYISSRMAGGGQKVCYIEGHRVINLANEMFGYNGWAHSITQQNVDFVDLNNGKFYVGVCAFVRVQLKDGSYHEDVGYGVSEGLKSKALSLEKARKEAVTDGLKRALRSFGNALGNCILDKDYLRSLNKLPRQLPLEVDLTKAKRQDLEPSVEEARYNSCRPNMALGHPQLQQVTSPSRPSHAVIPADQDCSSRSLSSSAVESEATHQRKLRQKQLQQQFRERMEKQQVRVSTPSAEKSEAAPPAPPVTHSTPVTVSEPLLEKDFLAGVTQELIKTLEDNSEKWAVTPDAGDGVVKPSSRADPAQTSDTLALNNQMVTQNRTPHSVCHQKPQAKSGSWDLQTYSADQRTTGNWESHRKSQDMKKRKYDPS
PglD DTNB: C. jejuni PglD acetyltransferase inhibitors, primary screen, biochemical, DTNB colorimetric, single point. inhibition, % at 12.5 µM. UDP-N-acetylbacillosamine N-acetyltransferase PglD (Campylobacter jejuni). actives 0.098% (n = 360,000). AID 602405, 2012. purified PglD enzyme, DTNB colorimetric CoA detection; in the data active means inhibition above about 16%, passing the limit was not always enough; further: strong numbers were not always called active
ERAP1 inh: human ERAP1 aminopeptidase inhibitors, primary screen, biochemical, single point, plate reader | recombinant ERAP1, Leu-AMC fluorescence, 60 min | actives 0.15% (n = 340,000) | AID 652197, 2013 | inhibition, % at 10.7 µM;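 active means mean replicate inhibition of at least 30%, or all replicates individually reaching that 30% level; inactive means mean below 30% and not every replicate reaching it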;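 further: 0% = neutral control wells and 100% = L-leucinethiol positive control wells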
E-sel inducer: E-selectin induction in HUVECs, primary screen, imaging, HUVEC, immunofluorescence imaging, single point. normalized: neutral wells 0, TNF-alpha wells 100. activation, % at 7.58 µM. actives 0.37% (n = 260,000). AID 686992, 2013;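 active means mean E-selectin-positive cell signal at least 10% of the positive control, reached in at least 60% of replicates, without over 20% cell loss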;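 further: in these data hits start at about 27%; measured in HUVEC primary endothelial cells; signal is the percent of cells scored E-selectin positive by PE staining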
Target sequence (P16581 whole entry, looked up): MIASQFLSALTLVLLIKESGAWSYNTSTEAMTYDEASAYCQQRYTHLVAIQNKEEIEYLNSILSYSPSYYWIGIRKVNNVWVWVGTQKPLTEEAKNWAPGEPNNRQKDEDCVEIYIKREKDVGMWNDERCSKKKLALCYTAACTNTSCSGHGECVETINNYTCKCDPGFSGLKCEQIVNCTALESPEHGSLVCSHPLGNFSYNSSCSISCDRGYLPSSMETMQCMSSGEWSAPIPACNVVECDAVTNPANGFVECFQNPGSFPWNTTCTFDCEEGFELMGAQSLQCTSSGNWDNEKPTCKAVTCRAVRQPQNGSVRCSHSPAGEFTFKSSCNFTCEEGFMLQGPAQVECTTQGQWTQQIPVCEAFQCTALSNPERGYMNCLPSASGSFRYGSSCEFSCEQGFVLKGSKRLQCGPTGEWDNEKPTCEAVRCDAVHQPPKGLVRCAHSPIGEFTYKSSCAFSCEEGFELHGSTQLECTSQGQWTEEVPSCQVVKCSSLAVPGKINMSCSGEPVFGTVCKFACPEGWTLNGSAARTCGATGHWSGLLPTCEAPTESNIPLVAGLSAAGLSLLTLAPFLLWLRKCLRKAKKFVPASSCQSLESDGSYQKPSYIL
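Test system: HUVEC | Signal: Immunofluorescence imaging | Read-out: Percent E-selectin-positive cells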
Cneo AK release: Cryptococcus neoformans cell lysis inducers, primary screen, AK release luminescence, single concentration; actives 0.2% (n = 360,000); AID 651654, 2012; lysis activity, % at 15 µM; C. neoformans lysis, adenylate kinase release luminescence, 4 h; normalised: neutral wells 0, clomiphene wells 100;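 active means mean lysis activity across replicates of at least 80%, whatever share of replicates individually reach that level; inactive means mean lysis activity below 80%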
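Assay system: Cryptococcus neoformans yeast cells / Dosing: single-point compound dose / Timing: 4 h at 37 °C static, read 1 h later / Measured by: luminescence of released adenylate kinase using an AK detection reagent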
RAD54 inh: inhibitors of human RAD54 branch migration, primary screen, biochemical, fluorescence, single point; RAD54 Holliday junction branch migration, FAM/BHQ fluorescence; inhibition, % at 10.4 µM; actives 0.14% (n = 360,000);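 active means mean normalized replicate activity at least 40 and at least half of replicates scoring 40 or more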;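 further: 0% = median of neutral control wells and 100% = median of positive control wells; inhibitors cause a drop in the FAM fluorescence signal; in these data hits start at about 50%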
miR-122 sensor: miR-122 Renilla sensor signal increase in Huh7, primary screen, miR-122 inhibitor project, cell-based, single point, plate reader. Huh7 miR-122 Renilla luciferase sensor, 48 h; neutral wells = 0, positive control = 100. AID 602342, 2012. actives 0.3% (n = 340,000). activation (reporter increase), % at 12.5 µM;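 active means mean replicate activation score at least 90 and every replicate individually at or above 90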;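 further: higher luciferase means less miR-122 activity so hits act as miR-122 inhibitors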
PGC1a acetyl inh: inhibitors of PGC1a acetylation signal, primary screen, cell-based, U2OS, AlphaScreen, inhibitor mode; AlphaScreen anti-acetyl-lysine; with virally co-expressed GCN5 acetyltransferase; inhibition, % at 15.6 µM; actives 0.17% (n = 350,000); AID 651687, 2012;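 active means every replicate shows inhibition of at least 40%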;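 further: 0% = neutral control wells and 100% = positive control wells; some results beyond the cut were filed as inactive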
The depositor's hits bear a star; nt = not tested or not shown; & = joins results of further samples; [ ] = dose if it differs, or a comment.

Under each structure: RAD52 anneal inh	PglD DTNB	ERAP1 inh	E-sel inducer	Cneo AK release	RAD54 inh	miR-122 sensor	PGC1a acetyl inh
CN1CCN(C(=O)C[C@@H]2CC[C@H]3[C@@H](COC[C@H](O)CN3Cc3cccc(Cl)c3)O2)CC1
    9	-3	-1	0.1	0	-5	-7[16.7 µM]	2
COCCCNCC(=O)Nc1sc(C)c(C)c1C(=O)OC
    nt	-2	nt	nt	0	-1	-1	-2
CCN(CC)CCCNc1ccc(-c2nnc(-c3ccc(OCC(C)C)cc3)o2)cn1
    39	-3	-3	0.4	2	4	11	-30
O=C(NCCN1CCCC1)[C@@H]1[C@@H](CO)[C@@H]2Cn3c(cccc3=O)[C@H]1N2C(=O)c1ccccc1
    -12	2	-3	0.2	1	-2	nt	nt
C[C@H](CO)N1C[C@H](C)[C@H](CN(C)S(=O)(=O)c2ccccc2)Oc2c(NC(=O)CCCCCC(=O)Nc3ccccc3N)cccc2C1=O
    14	nt	0	0.2	nt	nt	nt	-3
CCCN(C(=O)CN1C(=O)NC2(CCCCCC2)C1=O)C1CCS(=O)(=O)C1 (configuration not stated)
    -2	-2	0	1.6	-2	2	-19	nt
Cc1cc(SCNC(=O)c2ccccc2)ncn1
    -20	-8	3	nt	0	4	-4	5
CC(C)c1ccc(-c2noc(C3CCCN(C(=O)c4ccc(F)cc4F)C3)n2)cc1 (configuration not stated)
    nt	-3	nt	nt	1	-3	-14	6
Cc1ccc(SCCCCN2CCNCC2)cc1
    3	3	0	0.8	-2	5	-6	-13
CCOC(=O)c1ccc2c(c1)sc(=NC(=O)c1ccco1)n2CCOC
    nt	3	nt	nt	0	-10	5	6
CCN=C1Sc2nc3ccc(OCC)cc3cc2CN1CCOC
    nt	21*	nt	-0.8	-2	-2	-6	9
CC(NC(=O)CSc1n[nH]c(N)n1)c1ccccc1 (configuration not stated)
    -10	0	-2	0.0	-1	-1	4	-1
COc1ccc(NC(=O)CN2CCN(c3c(C)cc(C)cc3C)CC2)cc1
    0	-1	-2	0.0	9	-3	0	nt
O=C(C[C@@H]1C[C@H]2c3cc(NC(=O)CC4CC4)ccc3O[C@H]2[C@H](CO)O1)NCc1ccc2c(c1)OCO2
    11	4	3	-0.4	2	2	-2[16.7 µM]	0
C[C@H](CO)N1C[C@H](C)[C@@H](CN(C)C(=O)NC2CCCCC2)Oc2ccc(NC(=O)CCC(F)(F)F)cc2C1=O
    -8&5	7&1	-5&0	-0.2&-12	0&0	5&-1	-4	-8&-2
COc1ccccc1N1CCN(CC(=O)Nc2ccc(S(=O)(=O)N3CCCCCC3)cc2)CC1
    -22	5	-2	1.9	0	-4	1	-16
O=C1CC2C(=O)NCCN2C(=NC(=O)c2ccccc2)N1 (configuration not stated)
    -17	3	4	1.8	-2	12	-5	4
COc1ccccc1NC(=O)/C(=N/OCc1ccc(F)cc1)C(C)=O
    -29	-10	4	nt	1	-9	0	-5
C[C@@H]1CCCCO[C@@H](CN(C)S(=O)(=O)c2cn(C)cn2)[C@H](C)CN([C@H](C)CO)C(=O)c2cc(NC(=O)Nc3ccc4c(c3)OCO4)ccc2O1
    9	-1	0	-0.1	2	0	2[16.7 µM]	-1
CC(C)CCOc1ccc(NC(=O)C2OC3OC(C)(C)OC3C3OC(C)(C)OC23)cc1 (configuration not stated)
    nt	-3	nt	nt	-1	-2	1	7
COc1ccc2oc(=O)c(C(=O)N3c4ccccc4CC3C)cc2c1 (configuration not stated)
    -6	3	3	nt	0	7	1	1
Cc1ccccc1C(=O)Nc1ccc(N(C)C)c2ccccc12
    -5	-2	1	0.2	3	-8	4	-1
O=C(CN(C(=O)CCC(=O)Nc1nccs1)c1ccc(F)cc1)NCc1ccccc1
    3	2	1	0.6	-2	-2	nt	nt
O=C(Cc1ccccc1F)OCC(=O)N1CCc2ccccc21
    -4	-6	3	nt	-10	5	5	6
Cc1ccc(C(=O)NCCc2c[nH]c3ccccc23)c(C)c1
    3	nt	0	0.2	nt	nt	7	nt
CCCC(C)c1nnc(NC(=O)CCS(=O)(=O)c2ccccc2)s1 (configuration not stated)
    -2	nt	-4	-0.1	nt	nt	-7	2
CN(C)C(=O)c1cnc(Sc2ncc(C(F)(F)F)cc2Cl)n1C
    nt	nt	nt	nt	1	12	4	11
O=C(CN1CCOCC1)Nc1cccc(C(=O)Nc2cccc(C(F)(F)F)c2)c1
    nt	-1	nt	nt	-2	5	25	0
COCC#Cc1ccc([C@@H]2[C@@H](CO)N3CCCCN(C(=O)CN(C)C)C[C@H]23)cc1
    26	-3	0	-0.4	-1	13	6[16.7 µM]	7
COc1ccc(N(CC(=O)NC2CCCC2)C(=O)Cn2nnc(-c3ccc(C)o3)n2)cc1
    -18	0	3	nt	-4	4	2	3
CCCOc1ccc(-c2nnn(CC(=O)N3CCCCC3)n2)cc1
    -12	1	nt	-0.1	-1	2	1	7
COc1ccc(C(=O)Nc2scc(-c3ccc(Cl)cc3Cl)c2C(N)=O)cc1
    nt	4	nt	nt	-2	-7	1	4
C[C@H](CO)N1C[C@H](C)[C@H](CN(C)CC2CCCCC2)Oc2ccc(NC(=O)Nc3ccc4c(c3)OCO4)cc2CC1=O
    7	-2	3	0.7	54	8	8[16.7 µM]	7
CN1C(=O)c2cc(NC(=O)Cc3cccs3)ccc2OC[C@H]2O[C@H](CC(=O)N[C@H]3CCN(Cc4ccccc4)C3)CC[C@H]21
    11	8	4	0.0	2	0	nt	nt
CC(C)NC(=O)N(C)C[C@@H]1Oc2ccc(NS(C)(=O)=O)cc2CC(=O)N([C@@H](C)CO)C[C@@H]1C
    7	6	0	nt	-2	3	-4[16.7 µM]	-1
O=C(COC(=O)c1ccc2c(c1)OCCO2)NCc1ccccc1Cl
    -15	-1	0	0.0	0	-4	2	-3
CCCn1c(SCC(=O)N(C)CC(=O)Nc2ccc(Cl)cc2)n[nH]c1=O
    -4	-1	-3	-0.3	1	-1	-2	-3
CSc1ccc(/C=N/NC(=O)c2cccc(O)c2)cc1
    nt	-1	nt	nt	-5	4	-2	2
Cc1ccc2c(c1)nnn2C1CCN(CC(=O)Nc2ccccc2N2CCOCC2)CC1
    nt	6	nt	nt	-1	-4	-14	17
CSCCC1NC(=O)N(CC(=O)Nc2ccc(-c3ccccc3)cc2)C1=O (configuration not stated)
    -14	5	nt	6.6	-3	-4	34	13

Nothing new here: ten of the compounds above.
Under each structure: RAD52 anneal inh	PglD DTNB	ERAP1 inh	E-sel inducer	Cneo AK release	RAD54 inh	miR-122 sensor	PGC1a acetyl inh
COc1ccc2oc(=O)c(C(=O)N3c4ccccc4CC3C)cc2c1 (configuration not stated)
    -6	3	3	nt	0	7	1	1
Cc1ccccc1C(=O)Nc1ccc(N(C)C)c2ccccc12
    -5	-2	1	0.2	3	-8	4	-1
O=C(CN(C(=O)CCC(=O)Nc1nccs1)c1ccc(F)cc1)NCc1ccccc1
    3	2	1	0.6	-2	-2	nt	nt
O=C(Cc1ccccc1F)OCC(=O)N1CCc2ccccc21
    -4	-6	3	nt	-10	5	5	6
Cc1ccc(C(=O)NCCc2c[nH]c3ccccc23)c(C)c1
    3	nt	0	0.2	nt	nt	7	nt
CCCC(C)c1nnc(NC(=O)CCS(=O)(=O)c2ccccc2)s1 (configuration not stated)
    -2	nt	-4	-0.1	nt	nt	-7	2
CN(C)C(=O)c1cnc(Sc2ncc(C(F)(F)F)cc2Cl)n1C
    nt	nt	nt	nt	1	12	4	11
O=C(CN1CCOCC1)Nc1cccc(C(=O)Nc2cccc(C(F)(F)F)c2)c1
    nt	-1	nt	nt	-2	5	25	0
COCC#Cc1ccc([C@@H]2[C@@H](CO)N3CCCCN(C(=O)CN(C)C)C[C@H]23)cc1
    26	-3	0	-0.4	-1	13	6[16.7 µM]	7
COc1ccc(N(CC(=O)NC2CCCC2)C(=O)Cn2nnc(-c3ccc(C)o3)n2)cc1
    -18	0	3	nt	-4	4	2	3

Later entries.
Under each structure: RAD52 anneal inh	PglD DTNB	ERAP1 inh	E-sel inducer	Cneo AK release	RAD54 inh	miR-122 sensor	PGC1a acetyl inh
COc1ccc(OCc2nn3c(-c4ccco4)nnc3s2)cc1
    nt	5	nt	nt	2	7	1	5
C[C@H](CO)N1C[C@H](C)[C@@H](CN(C)Cc2ccc(C(F)(F)F)cc2)Oc2c(NC(=O)C3CCOCC3)cccc2C1=O
    2	5	-7	-3.0	2	-2	41[16.7 µM]	0
COCCNC(=O)Cn1cc(C(=S)N2CCOCC2)c2ccccc21
    -13	-1	-4	nt	0	-8	-7	-4
C[C@@H]1CN([C@H](C)CO)C(=O)c2cccc(NC(=O)C3CCCCC3)c2O[C@@H]1CN(C)Cc1ccc(Cl)c(Cl)c1
    -10	-7	1	0.1	-1	-5	-3[16.7 µM]	5
COc1ccc(S(=O)(=O)Nc2ccc3c(c2)C(=O)N([C@@H](C)CO)C[C@@H](C)[C@H](CN(C)C(=O)Nc2c(C)noc2C)OCCCC[C@H](C)O3)cc1
    -5	1	0	-0.2	2	-9	-2[16.7 µM]	-6
COCCNC(=O)C[C@H]1CC[C@H]2[C@@H](COc3ccc(NC(=O)CC(F)(F)F)cc3C(=O)N2C)O1
    -4	1	2	0.4	5	5	36[16.7 µM]	-5
CCCNC(=O)N[C@@H]1CC[C@@H](CCNS(=O)(=O)c2cccc(F)c2)O[C@@H]1CO
    -1	-1	0	-0.2	1	-2	8[16.7 µM]	1
CCOC(=O)Cn1c(=O)n(Cc2ccc(C)cc2)c(=O)c2cccnc21
    -14	-12	-3	nt	-2	6	0	-9
CC(C)CNC(=O)CSc1ccc(Cl)cc1
    nt	5	nt	nt	3	-4	2	-4
Cc1onc(-c2ccccc2)c1C(=O)N/N=C/c1cn(C)c2ccccc12
    -67	1	-4	nt	-27	-13	4	-7
O=C(c1ccncc1)N1CC2(C1)[C@@H](c1ccccc1)[C@@H](CO)N2C(=O)c1ccncc1
    -1	nt	0	0.1	nt	nt	nt	-3
CCOc1ccc2[nH]c(C(=O)N/N=C/c3cc(OC)c(OC)c(OC)c3)cc2c1
    -7	-7	1	nt	-2	-2	40	-19
COCc1cccc(-c2csc(C(NC(C)=O)c3ccc(F)c(F)c3)n2)c1 (configuration not stated)
    6	1	0	-0.2	-2	-10	-4	-12
O=C1NC2(c3ccccc3)NC(=O)NC2(c2ccccc2)N1 (configuration not stated)
    -11	1	1	-0.4	-1	-14	-4	nt
CCCCN(c1ccccc1)S(=O)(=O)c1cccc(C(=O)Nc2c(C)n(C)n(-c3ccccc3)c2=O)c1
    -25	-2	-3	nt	1	1	-9	-2
CCOc1cc(Br)c(C(=O)O)cc1OC
    nt	8	nt	nt	-2	-23	1	13
CCCN1CCC(NC(=O)C2CC=CCC2C(=O)O)CC1 (configuration not stated)
    -15	3	-4	-0.4	-1	-8	-1	9
